esBAF inh = Bmi1 luciferase reporter increase in mESCs, primary screen, esBAF inhibitor project, mouse ES cells, Bmi1 luciferase knock-in, single point | reporter increase, % at 12.5 µM | 24 h; 100% = twice the neutral-well signal | AID 602393, 2012 | actives 2% (n = 350,000); in the data active means activation above about 40%;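 further: 0% = median of the plate's neutral control wells and 100% = double that signal; a rise in the Bmi1 reporter signal indicates esBAF inhibition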
Xi reactivation = activators of inactive X chromosome reactivation, primary screen, imaging, XiGFP fibroblasts, GFP high-content imaging, set 2. activation, % at 7.58 µM. AID 743238, 2013. actives 0.055% (n = 360,000). XiGFP mouse fibroblasts, % GFP-positive cells imaging, 3 d; cells co-treated with 5-aza-dC sensitizer; scaled so ellipticine positive control = 100%;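 active means mean normalized replicate activation at least 10% and every replicate at or above 10%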;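 further: 0% = median of on-plate neutral control wells and 100% = ellipticine 6 µM median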
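assay system = SV40-immortalized XiGFP fibroblast cells, line 68-5-11 | buffer or medium = DMEM plus 5-aza-dC sensitizer | doses = single-point pinned compound dosing | times = 3-day compound exposure, then 15 min fixation at room temperature | benchmarks = positive control ellipticine, 6 µM final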
E-sel inducer = E-selectin induction in HUVECs, primary screen, imaging, HUVEC, immunofluorescence imaging, single point. AID 686992, 2013. normalized: neutral wells 0, TNF-alpha wells 100. activation, % at 7.58 µM. actives 0.37% (n = 260,000). P16581;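 active means mean E-selectin-positive cell signal at least 10% of the positive control, reached in at least 60% of replicates, without over 20% cell loss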;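 further: in these data hits start at about 27%; measured in HUVEC primary endothelial cells; signal is the percent of cells scored E-selectin positive by PE staining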
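System: HUVEC, human umbilical vein endothelial cells; quantity: 3,000 cells/well; buffer or medium: EGM-2 medium, gelatin-coated wells; dosing: single-point compound dose; detection: immunofluorescence imaging; evaluation: % PE-positive cells; benchmarks: TNF-alpha, DMSO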
RAD52 inh = RAD52 DNA annealing inhibitors, primary screen, biochemical, FRET, single point, set 2. DNA repair protein RAD52 homolog (Homo sapiens), P43351. recombinant RAD52 DNA annealing, FRET fluorescence. inhibition, % at 18.7 µM. actives 0.46% (n = 360,000). AID 651710, 2012;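 active means every replicate showing at least 50% inhibition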
Target sequence (P43351 whole entry, looked up): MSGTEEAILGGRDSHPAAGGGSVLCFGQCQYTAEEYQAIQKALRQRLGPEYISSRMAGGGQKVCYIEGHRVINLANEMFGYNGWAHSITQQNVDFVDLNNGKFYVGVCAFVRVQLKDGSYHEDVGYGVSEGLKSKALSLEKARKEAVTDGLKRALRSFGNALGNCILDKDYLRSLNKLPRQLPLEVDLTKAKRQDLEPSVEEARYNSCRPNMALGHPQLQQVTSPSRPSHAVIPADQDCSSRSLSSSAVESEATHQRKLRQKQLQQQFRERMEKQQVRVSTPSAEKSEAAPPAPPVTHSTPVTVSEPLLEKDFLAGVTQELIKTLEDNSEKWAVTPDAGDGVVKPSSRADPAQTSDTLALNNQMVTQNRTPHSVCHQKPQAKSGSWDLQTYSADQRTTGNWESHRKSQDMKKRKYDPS
S100A4 inh HTS = inhibitors of S100A4-myosin IIA peptide binding, primary screen, biochemical, fluorescence polarization, TAMRA-MyoIIA peptide | Protein S100-A4 (Homo sapiens), P26447 | inhibition, % at 10.7 µM | actives 0.14% (n = 360,000) | AID 652163, 2013;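 active means mean inhibition of at least 70% across replicates, with every replicate also reaching that level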
Target sequence (P26447 whole entry, looked up): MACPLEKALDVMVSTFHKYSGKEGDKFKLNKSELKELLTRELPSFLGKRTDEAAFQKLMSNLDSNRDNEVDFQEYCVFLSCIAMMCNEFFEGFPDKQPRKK
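Material: S100A4 monomer (human). Medium: Calcium-containing HEPES buffer, pH 7.2. Probe or stimulus: labelled myosin peptide probe, 5 nM. Compound dosing: one concentration per compound. Timing: polarization read 5 min after assay mix addition, stable 5–60 min. Benchmarks: DMSO as neutral control, TFP as positive control.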
EWS-Fli block = EWS/Fli-driven NR0B1 reporter inhibitors, primary screen, A673 cells, NR0B1 luciferase, luminescence, MLPCN library; viability-normalised; inhibition, % at 12.6 µM; actives 0.67% (n = 350,000);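 active means mean inhibition of at least 50% after viability correction, with every replicate also passing that limit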;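 further: firefly luciferase signal divided by Alamar Blue viability fluorescence both relative to DMSO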
FN deposit inh = inhibitors of fibronectin matrix deposition, primary screen, AH1F cells, Alexa488-fibronectin fluorescence, plate reader. AH1F fibroblasts, overnight. inhibition, % at 12.6 µM. actives 0.086% (n = 350,000);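 active means mean inhibition across replicates of 30% or more, regardless of how many single replicates reach that level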;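 further: positive control wells lacked labelled fibronectin entirely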
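Material: AH1F fibroblast monolayer depositing Alexa488-labelled fibronectin into matrix | Input: 10000 AH1F cells/well | Medium: DMEM plus 2% serum, read in PBS | Reagent: Alexa488-fibronectin, 24 nM final in well | Compound dosing: One dose per compound, pinned | Schedule: 1 h adhesion, overnight exposure | Measured by: Fluorescence at 485 nm excitation, 525 nm emission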
RAD54 branch = inhibitors of human RAD54 branch migration, primary screen, biochemical, fluorescence, single point; actives 0.14% (n = 360,000); RAD54 Holliday junction branch migration, FAM/BHQ fluorescence; DNA repair and recombination protein RAD54-like (Homo sapiens), Q92698; AID 602329, 2012; inhibition, % at 10.4 µM;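 active means mean normalized replicate activity at least 40 and at least half of replicates scoring 40 or more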;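 further: 0% = median of neutral control wells and 100% = median of positive control wells; inhibitors cause a drop in the FAM fluorescence signal; in these data hits start at about 50%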
Active calls of the source: *; . = not tested or not shown. No enrichment for hits. Share with any hit: about 3%.

#1 CO[C@@H]1CC[C@H]2CCOc3ccc(C#N)cc3C(=O)N(C)CCCC(=O)N(C)C[C@@H]1O2
#2 C/C=C/c1ccc2c(c1)O[C@@H](CN(C)CC1CCOCC1)[C@H](C)CN([C@@H](C)CO)S2(=O)=O
#3 CC(=O)Nc1cncc(-c2cnn(CC(C)C)c2)n1
#4 O=Cc1cccn1-c1nccc(-c2ccco2)n1
#5 COC(=O)c1ccccc1NC1OC(=O)c2ccccc21 (configuration not stated)
#6 CN(CC(=O)Nc1ccccc1Cl)C(=O)c1ccc(Cl)c(S(=O)(=O)N2CCCCCC2)c1
#7 CCCNC(=O)Nc1ccc2c(c1)C(=O)N(C)[C@H]1CC[C@H](CC(=O)NCC3CCCCC3)O[C@H]1CO2
#8 Cc1ccc(NC(=O)c2cccs2)cc1

Compound	1	2	3	4	5	6	7	8
esBAF inh	3	-4	18	0	-4	10	2	61*
Xi reactivation	0.1	-0.4	0.0	0.3	.	0.0	0.3	.
E-sel inducer	0.1	-0.3	-0.2	0.0	.	0.3	0.0	.
RAD52 inh	-3	-6	-12	-15	-10	-28	-4	-5
S100A4 inh HTS	26	7	-8	-2	-1	-1	2	-1
EWS-Fli block	0	-6	-21	-12	.	10	1	-74
FN deposit inh	-12	.	-11	-10	.	-2	-7	.
RAD54 branch	-9	-2	3	-9	-2	0	5	-1

Four entries from above, reformatted:
item	smiles	esBAF inh	Xi reactivation	E-sel inducer	RAD52 inh	S100A4 inh HTS	EWS-Fli block	FN deposit inh	RAD54 branch
2	C/C=C/c1ccc2c(c1)O[C@@H](CN(C)CC1CCOCC1)[C@H](C)CN([C@@H](C)CO)S2(=O)=O	-4	-0.4	-0.3	-6	7	-6	.	-2
3	CC(=O)Nc1cncc(-c2cnn(CC(C)C)c2)n1	18	0.0	-0.2	-12	-8	-21	-11	3
4	O=Cc1cccn1-c1nccc(-c2ccco2)n1	0	0.3	0.0	-15	-2	-12	-10	-9
5	COC(=O)c1ccccc1NC1OC(=O)c2ccccc21 (configuration not stated)	-4	.	.	-10	-1	.	.	-2

Returning to the listing, repeating the two entries before the break.
#7 CCCNC(=O)Nc1ccc2c(c1)C(=O)N(C)[C@H]1CC[C@H](CC(=O)NCC3CCCCC3)O[C@H]1CO2
#8 Cc1ccc(NC(=O)c2cccs2)cc1
#9 COC(=O)CC#C[C@@H](C)[C@H](NS(=O)(=O)c1ccc(C)cc1)C(C)(C)C
#10 CN(C)C(=O)C[C@@H]1CC[C@@H]2[C@H](COC[C@@H](O)CN2Cc2nccs2)O1
#11 O=C(Nc1ccccc1Cl)O/N=C/c1ccc(F)cc1
#12 Cc1cccc(NC(=O)Cc2ccc(-c3ccccc3)cc2)n1
#13 CCc1cc(=O)[nH]c(SCC(=O)N2CCOCC2)n1
#14 CC(C)CNC(=O)COC(=O)c1c2c(nc3ccccc13)/C(=C\c1cccs1)CC2
#15 CN1C(=O)c2cc(NC(=O)Nc3ccccc3F)ccc2OC[C@@H]2O[C@@H](CC(=O)NCc3ccc(-c4ccccc4)cc3)CC[C@@H]21
#16 COC(=O)C[C@@H]1CC[C@@H]2[C@@H](COc3ccc(NC(=O)Nc4ccc(C)cc4)cc3C(=O)N2C)O1

Compound	7	8	9	10	11	12	13	14	15	16
esBAF inh	2	61*	.	3	.	.	-2	55*	19	5
Xi reactivation	0.3	.	-0.2	0.0	0.1	0.0	0.6	0.0	0.3	0.4
E-sel inducer	0.0	.	-0.1	0.1	-0.3	-0.2	.	1.4	0.1	0.1
RAD52 inh	-4	-5	-9	-9	-6	-7	-3	-11	-6	-31
S100A4 inh HTS	2	-1	-3	-30	1	1	0	-3	-75	-4
EWS-Fli block	1	-74	-1	-13	-7	.	1	-60	8	-15
FN deposit inh	-7	.	-1	-1	0	0	12	-9	-8	-23
RAD54 branch	5	-1	.	0	.	-13	0	17	-2	8

6 structures already listed, ordered by number of heavy atoms, high to low:
#15 CN1C(=O)c2cc(NC(=O)Nc3ccccc3F)ccc2OC[C@@H]2O[C@@H](CC(=O)NCc3ccc(-c4ccccc4)cc3)CC[C@@H]21
#14 CC(C)CNC(=O)COC(=O)c1c2c(nc3ccccc13)/C(=C\c1cccs1)CC2
#10 CN(C)C(=O)C[C@@H]1CC[C@@H]2[C@H](COC[C@@H](O)CN2Cc2nccs2)O1
#12 Cc1cccc(NC(=O)Cc2ccc(-c3ccccc3)cc2)n1
#11 O=C(Nc1ccccc1Cl)O/N=C/c1ccc(F)cc1
#13 CCc1cc(=O)[nH]c(SCC(=O)N2CCOCC2)n1

Compound	15	14	10	12	11	13
esBAF inh	19	55*	3	.	.	-2
Xi reactivation	0.3	0.0	0.0	0.0	0.1	0.6
E-sel inducer	0.1	1.4	0.1	-0.2	-0.3	.
RAD52 inh	-6	-11	-9	-7	-6	-3
S100A4 inh HTS	-75	-3	-30	1	1	0
EWS-Fli block	8	-60	-13	.	-7	1
FN deposit inh	-8	-9	-1	0	0	12
RAD54 branch	-2	17	0	-13	.	0

Additional entries:
#17 O=C1CCC(=O)N1c1ccc(-c2nc3ccccc3s2)cc1
#18 COc1ccc(-c2ccc([C@@H]3[C@H]4CN(C(=O)C5CC5)CC(=O)N4[C@H]3CO)cc2)cc1
#19 COc1ccc(CN(CCc2ccccc2)Cc2ccccc2)cc1OC
#20 Cc1cccc(N(C)C(=O)c2cc(S(=O)(=O)N3CCc4ccccc43)cn2C)c1
#21 CCOC(=O)c1ccccc1-n1c(C)cc(C2N=C(N)Nc3nc4ccccc4n32)c1C (configuration not stated)
#22 Cc1csc(SC(C)C(=O)NC2CCCCC2C)n1 (configuration not stated)
#23 CCN1CCN(c2nc(-c3ccccc3)nc3ccccc23)CC1
#24 CCOC(=O)C1=CCN(S(=O)(=O)c2ccc(Br)cc2)C1c1ccc(Br)cc1 (configuration not stated)

Compound	17	18	19	20	21	22	23	24
esBAF inh	-71	.	-2	8	-7	.	1	.
Xi reactivation	0.2	0.1	0.0	0.1	.	0.6	0.2	0.3
E-sel inducer	.	0.0	0.8	-0.1	.	-0.2	.	-0.2
RAD52 inh	-34	9	-13	-16	0	-8	.	-15
S100A4 inh HTS	-1	-1	0	3	2	1	.	0
EWS-Fli block	-7	13	10	-3	2	-2	.	-1
FN deposit inh	-8	-16	-8	9	.	-2	-1	.
RAD54 branch	-8	.	-12	-7	-1	.	27	.

#25 COc1ccc(CNc2nc(S(=O)(=O)c3ccccc3)c(Cl)s2)cc1OC
#26 CCCNC(=O)N1C[C@@H](C)[C@@H](OC)CN(C)C(=O)c2ccc(NS(C)(=O)=O)cc2OC[C@H]1C
#27 Fc1ccc(C2CC(c3ccco3)n3ncnc3N2)cc1 (configuration not stated)
#28 O=C(CN1CCN(c2ccc(F)cc2)CC1)N(C1CCCC1)C1CCS(=O)(=O)C1 (configuration not stated)
#29 CNC[C@H]1Oc2ccc(NC(=O)CCC(F)(F)F)cc2C(=O)N([C@@H](C)CO)C[C@H]1C
#30 O=P(O)(Cc1ccccc1)Cc1ccccc1
#31 CCOC(=O)C1=C(C)NC(C)=C(C(=O)OCC)C1C(=O)OCC(=O)NCc1ccccc1
#32 C#CCCc1ccccc1/C=[N+](/C)[O-]

Compound	25	26	27	28	29	30	31	32
esBAF inh	.	4	-4	-3	-4	12	4	-8
Xi reactivation	0.0	0.3	0.0	0.3	0.2	0.1	0.3	1.1
E-sel inducer	1.3	-0.1	0.0	.	0.9	.	0.0	0.1
RAD52 inh	-44	-3	-9	-13	-8	-10	-9	-10
S100A4 inh HTS	-2	7	-3	-3	4	1	2	-1
EWS-Fli block	28	0	8	2	-2	5	-1	-7
FN deposit inh	-1	-11	-10	4	0	7	4	-5
RAD54 branch	-6	0	5	3	-8	-6	.	-4

#33 COc1cccc(S(=O)(=O)N(C)C[C@H]2Oc3ncc(C#CC(C)C)cc3C(=O)N([C@H](C)CO)C[C@H]2C)c1
#34 COc1ccc(CNc2ncnc3c2[nH]c2cc(OC)c(OC)cc23)cc1
#35 COc1ccccc1/C=N/N1CCN(c2ccc(Cl)cc2)CC1
#36 CC(SC1=NCCN1S(=O)(=O)c1ccc(F)cc1)c1ccccc1 (configuration not stated)
#37 N#Cc1ccc(C(=O)N2CCN(S(=O)(=O)c3ccc(Br)s3)CC2)cc1
#38 COC(=O)C1=C(C)N(Cc2ccccc2)C(=NCc2ccc(OC)cc2)N[C@H]1c1cccc(F)c1
#39 CCc1ccc(CN2CCCC(CNS(=O)(=O)c3ccc(OC)cc3)C2)cc1 (configuration not stated)
#40 Cc1c(/C=N/Nc2nc3ccccc3[nH]2)c2ccccc2n1C

Compound	33	34	35	36	37	38	39	40
esBAF inh	1	.	-1	-5	.	4	.	14
Xi reactivation	-0.8	0.2	0.0	0.0	0.0	0.1	0.1	5.8
E-sel inducer	-0.5	67*	.	-0.5	.	-0.1	.	.
RAD52 inh	18	-9	-6	-3	-13	36	-13	-12
S100A4 inh HTS	-9	-7	-3	9	0	0	-34	6
EWS-Fli block	3	-16	4	.	4	-8	22	-1
FN deposit inh	-5	1	8	.	6	9	8	10
RAD54 branch	4	28	8	-3	.	8	.	-5

#41 COCC(=O)Nc1ccc2c(c1)C(=O)N(C)[C@@H]1CC[C@H](CC(=O)NCc3ccccc3Cl)O[C@@H]1CO2
#42 O=C(N/N=C/c1ccc([N+](=O)[O-])cc1)c1cccnc1
#43 O=C1NC2(CCCCCC2)C(=O)N1Cc1ccc(Cl)cc1Cl
#44 Cc1cc(O)cc(=O)n1Cc1ccccc1
#45 CCCN1C[C@@H](C)[C@@H](OC)CN(C)C(=O)c2cc(NC(=O)Nc3c(C)noc3C)ccc2OC[C@H]1C
#46 C[C@@H]1CN([C@H](C)CO)C(=O)c2cc(C#CC3CCCCC3)cnc2O[C@@H]1CN(C)C(=O)C1CCCCC1
#47 COc1ccc(CNC(=O)C2CCN(C(=O)[C@@H](CC(C)C)NC(=O)OC(C)(C)C)CC2)cc1

Compound	41	42	43	44	45	46	47
esBAF inh	-6	5	0	.	0	1	-3
Xi reactivation	0.4	0.2	0.0	-0.2	0.3	-0.1	.
E-sel inducer	0.1	.	.	.	-0.1	-0.4	.
RAD52 inh	.	-7	-6	-4	-2	4	.
S100A4 inh HTS	.	2	-2	-12	1	-8	-4
EWS-Fli block	4	-11	9	0	2	-6	.
FN deposit inh	2	-9	-4	8	-13	-5	-7
RAD54 branch	-4	-1	3	.	2	4	-6
